E coli Lon inh: E. coli protease La inhibition. AID 602123. inhibition, % at 7.94 µM. actives 0.42% (n = 360,000). purified E. coli Lon protease, fluorescence polarization; in the data active = inhibition above about 13%, passing the limit was not always enough;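 note: 0% = enzyme with probe and DMSO and 100% = no enzyme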
Target sequence (P0A9M0 whole entry, looked up): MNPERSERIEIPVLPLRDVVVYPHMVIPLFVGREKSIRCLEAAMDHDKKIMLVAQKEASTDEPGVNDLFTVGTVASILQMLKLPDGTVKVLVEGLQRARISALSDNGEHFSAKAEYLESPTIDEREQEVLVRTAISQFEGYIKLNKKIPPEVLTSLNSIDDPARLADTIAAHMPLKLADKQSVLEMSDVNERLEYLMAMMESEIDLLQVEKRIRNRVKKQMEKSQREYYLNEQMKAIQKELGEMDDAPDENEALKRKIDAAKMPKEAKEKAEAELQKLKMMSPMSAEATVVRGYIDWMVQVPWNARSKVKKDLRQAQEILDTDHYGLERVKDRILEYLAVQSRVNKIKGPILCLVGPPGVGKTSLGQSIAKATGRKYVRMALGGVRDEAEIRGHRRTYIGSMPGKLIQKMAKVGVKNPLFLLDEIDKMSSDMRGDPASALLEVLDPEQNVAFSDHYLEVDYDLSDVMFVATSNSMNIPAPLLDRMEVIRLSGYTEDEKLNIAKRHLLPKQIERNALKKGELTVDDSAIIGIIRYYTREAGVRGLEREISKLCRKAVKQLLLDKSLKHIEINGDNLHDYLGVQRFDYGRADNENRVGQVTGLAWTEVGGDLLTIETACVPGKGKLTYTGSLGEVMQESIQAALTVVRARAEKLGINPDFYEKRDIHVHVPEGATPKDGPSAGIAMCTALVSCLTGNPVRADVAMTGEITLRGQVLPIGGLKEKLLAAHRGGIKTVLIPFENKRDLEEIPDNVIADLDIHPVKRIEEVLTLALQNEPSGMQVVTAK
DNMT1 inh: blocks human DNA methyltransferase DNMT1 | P26358 | DNMT1 molecular beacon, Hinp1I cleavage, fluorescence | inhibition (reported as % activation of signal), % at 10 µM | AID 588458 | actives 0.83% (n = 360,000); in the data active = inhibition above about 50%
bovine MsrA act: activators of bovine methionine sulfoxide reductase A; AID 602163; activation, % at 10.6 µM; purified bovine MsrA, absorbance read-out; actives 0.3% (n = 360,000); in the data active = activation above about 7.5%;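 note: 0% = vehicle and 100% = reference activator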
SUMO1-SIM PPI: SUMO1-SIM interaction modulation | inhibition, % at 20 µM | AID 602429 | P63165 | actives 0.33% (n = 360,000) | SUMO1 binding to a labelled peptide, TR-FRET, 1 h; in the data active = inhibition above about 37%
Target sequence (P63165 whole entry, looked up): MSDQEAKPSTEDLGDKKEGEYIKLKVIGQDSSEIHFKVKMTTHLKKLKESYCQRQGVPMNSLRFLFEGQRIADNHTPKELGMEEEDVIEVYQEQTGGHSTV
STEP block: STEP (human) phosphatase inhibition; P54829; recombinant STEP, OMFP fluorogenic substrate, fluorescence; inhibition, % at 20 µM; actives 0.25% (n = 360,000);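 active = inhibition at 20 µM, scaled per plate between control wells, above about 37%, limit read from the data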;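 note: 0% = DMSO with enzyme and substrate and 100% = substrate only without enzyme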
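medium = Bis-Tris buffer pH 6.0, 2.5 mM DTT, 0.005% Tween 20 | test system = STEP (striatal-enriched tyrosine phosphatase) enzyme, cell-free | measure = normalized % inhibition | compound dosing = 20 µM, 1% DMSO | also added = 25 µM OMFP | schedule = reaction 20 min, ambient temperature | measured by = fluorescence read at 480 nm ex / 540 nm em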
LMPTP block: LMPTP (human) inhibition; recombinant LMPTP-A, OMFP fluorogenic substrate, fluorescence intensity; AID 651560; actives 0.22% (n = 360,000); inhibition, % at 20 µM;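 active = compounds that cut the enzyme signal by at least half of the control window in the single-dose screen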;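 note: plate controls were DMSO wells with enzyme plus substrate for no effect and substrate without enzyme for full effect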
Target sequence (P24666 whole entry, looked up): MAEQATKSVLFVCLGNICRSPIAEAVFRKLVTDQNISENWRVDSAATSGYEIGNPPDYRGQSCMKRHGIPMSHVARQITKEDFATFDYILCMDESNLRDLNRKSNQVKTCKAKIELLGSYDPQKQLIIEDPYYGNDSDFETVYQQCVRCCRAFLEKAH
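Material: LMPTP-A; amount: 0.625 nM enzyme; doses: single 20 µM dose; times: reaction 50 min, room temperature, dark; technique: fluorescence intensity of OMFP turnover product; benchmarks: no-enzyme and uninhibited controls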
Scp1 inh: blocks human Scp-1 phosphatase activity | inhibition, % at 20 µM | actives 0.88% (n = 340,000) | Q9GZU7 | AID 493091 | Recombinant Scp1, phosphopeptide, malachite green phosphate absorbance;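 active = inhibition above about 50% at 20 µM, limit read from the data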;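 note: plate controls were DMSO wells with enzyme for no effect and wells lacking enzyme for full effect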
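Test system: SCP-1 phosphatase catalytic domain, residues 76-261; measured by: colorimetric phosphate reagent with accelerator and stabiliser, absorbance at 630 nm; timing: enzyme reaction 45 min at room temperature, colour 5 min, stabilisation 30 min; also added: Phosphorylated 17-residue peptide substrate; compound dosing: one concentration, 20 µM, with 1.0% DMSO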
MsrA inh: inhibitors of bovine MsrA. purified bovine MsrA, absorbance read-out. inhibition, % at 15.5 µM. actives 0.75% (n = 360,000). AID 651718; in the data active = inhibition above about 4.5%;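 note: 0% = vehicle wells with enzyme and 100% = reference inhibitor wells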
CendR NRP1 mod: modulators of CendR peptide binding to human neuropilin-1; O14786; FAM-RPARPAR peptide binding to NRP-1, fluorescence polarization; inhibition, % at 25 µM; actives 0.85% (n = 360,000); AID 602438;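 active = inhibition or corrected inhibition above about 18%, plus a signal ratio from 0.5 to 1.5, limit read from the data, passing the limit was not always enough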; note: strong numbers were not always called active
TbMetRS inhib: Trypanosoma brucei MetRS inhibition; inhibition, % at 11.9 µM; actives 0.4% (n = 360,000); purified T. brucei MetRS, ATP depletion, Kinase-Glo luminescence;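 active = inhibition above a per-plate cutoff of the control wells' mean inhibition plus 3 SD, cut at about 5.5% in these data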;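 note: 0% = DMSO wells median and 100% = median of wells with control inhibitor compound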
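Material – parasite MetRS enzyme · Medium – HEPES-MgCl2-KCl buffer plus DTT, spermine, BSA, pyrophosphatase · Reagent – ATP, methionine and E. coli bulk tRNA substrates · Times – 15 min enzyme-compound preincubation, 2 h reaction, 10 min detection, 25 °C · Measured by – luminescence of leftover ATP · Evaluation – percent inhibition relative to median high and low control wells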
The depositor's hits bear a star.

For COc1cc(O)sc1C=Nc1ccc(Cl)cc1Cl the results were E coli Lon inh 3, DNMT1 inh -1, bovine MsrA act -2, SUMO1-SIM PPI 0, STEP block -2, LMPTP block -0.4, Scp1 inh -4, MsrA inh -0.9, CendR NRP1 mod -7 and TbMetRS inhib -0.2.
`Cc1ccc(S(=O)(=O)N(C)C[C@H]2Oc3ncc(Br)cc3C(=O)N([C@H](C)CO)C[C@@H]2C)cc1` gave E coli Lon inh -11, DNMT1 inh 3, bovine MsrA act 0, SUMO1-SIM PPI 6, STEP block -1, LMPTP block -1.4, MsrA inh -1.1, CendR NRP1 mod -3 and TbMetRS inhib -0.8.
CCC1c2ccccc2C(=O)C1C(N)=O (stereo not drawn) was read as E coli Lon inh 9, DNMT1 inh -3, bovine MsrA act -2, SUMO1-SIM PPI 20, STEP block 1, LMPTP block -1.7, Scp1 inh 0, MsrA inh 0.8, CendR NRP1 mod 7 and TbMetRS inhib 0.2.
`CC(C)CNC(=O)COC(=O)CCC(=O)c1cccs1` gave E coli Lon inh 1, DNMT1 inh 3, bovine MsrA act -4, SUMO1-SIM PPI 2, STEP block 1, LMPTP block -0.5, Scp1 inh -3, MsrA inh -0.1, CendR NRP1 mod 17 and TbMetRS inhib -0.1.
For O=C(Nc1ccccc1)c1ccccc1OCc1ccc(S(=O)(=O)N2CCOCC2)cc1 the results were E coli Lon inh -1, DNMT1 inh 3, bovine MsrA act -5, SUMO1-SIM PPI 2, STEP block -4, LMPTP block 1.4, Scp1 inh -6, MsrA inh 1.2, CendR NRP1 mod 19 and TbMetRS inhib -0.4.
For Cc1ccc(C(=O)Oc2cccc(-n3cnnn3)c2)cc1 the results were E coli Lon inh 5, DNMT1 inh -6, bovine MsrA act 0, SUMO1-SIM PPI 37, STEP block 1, LMPTP block -0.5, Scp1 inh -5, MsrA inh 0.0, CendR NRP1 mod -10 and TbMetRS inhib -0.3.
For Cc1[nH]n(C)c(=O)c1C(=O)c1c(-c2c(Cl)cccc2Cl)noc1C the results were E coli Lon inh -3, DNMT1 inh 0, bovine MsrA act -2, SUMO1-SIM PPI -1, STEP block -2, LMPTP block 0.7, Scp1 inh -10, MsrA inh -0.5, CendR NRP1 mod -4 and TbMetRS inhib -0.1.
Screening O=C(O)c1ccc(S(=O)(=O)N(Cc2ccccc2)C2CCCCC2)cc1 returned E coli Lon inh 10, DNMT1 inh 1, bovine MsrA act -2, SUMO1-SIM PPI 1, STEP block 0, LMPTP block -1.7, Scp1 inh 2, MsrA inh -1.4, CendR NRP1 mod -8 and TbMetRS inhib -0.3.
Screening CCN(CC)S(=O)(=O)c1ccc(C(=O)OCC(=O)NC2CCCC2)cc1 returned E coli Lon inh -1, DNMT1 inh 0, bovine MsrA act 0, SUMO1-SIM PPI 13, STEP block -1, LMPTP block 0.3, Scp1 inh -5, MsrA inh 1.1, CendR NRP1 mod 8 and TbMetRS inhib -0.5.
Screening Nn1c(SCC(=O)NC2CCS(=O)(=O)C2)nnc1-c1cccs1 (stereo not drawn) returned E coli Lon inh 4, DNMT1 inh 1, bovine MsrA act -1, SUMO1-SIM PPI 0, STEP block -2, LMPTP block 0.1, Scp1 inh -4, MsrA inh -0.2, CendR NRP1 mod -12 and TbMetRS inhib -0.1.
`Cc1ccc(C=Cc2ccccn2)cc1` gave E coli Lon inh -8, DNMT1 inh 2, bovine MsrA act -2, SUMO1-SIM PPI -20, STEP block 6, LMPTP block 0.3, MsrA inh 0.3, CendR NRP1 mod 8 and TbMetRS inhib -0.2.
CCn1nnc(NC(=O)CSc2ccc(Cl)cc2)n1 was read as E coli Lon inh 0, DNMT1 inh 66*, bovine MsrA act -4, SUMO1-SIM PPI 4, STEP block -1, LMPTP block 6.0, Scp1 inh 51*, CendR NRP1 mod -12 and TbMetRS inhib -0.9.
For C=CCNC(=S)Nc1cccc([N+](=O)[O-])c1 the results were E coli Lon inh 8, DNMT1 inh 0, bovine MsrA act -1, SUMO1-SIM PPI -23, STEP block 0, LMPTP block 0.4, Scp1 inh -8, MsrA inh 0.4, CendR NRP1 mod 2 and TbMetRS inhib 0.3.
COc1cccc(CNC(=O)COC(=O)c2cccc(S(=O)(=O)N3CCN(C(C)=O)CC3)c2)c1 was read as E coli Lon inh -5, DNMT1 inh 1, bovine MsrA act -1, SUMO1-SIM PPI 3, STEP block 3, LMPTP block -1.2, Scp1 inh -8, MsrA inh -0.2, CendR NRP1 mod 10 and TbMetRS inhib -0.1.
COc1ccccc1NS(=O)(=O)c1cc(NC(=O)CNC(=O)c2cc(C)cc(C)c2)ccc1C was read as E coli Lon inh -6, DNMT1 inh 2, bovine MsrA act -1, SUMO1-SIM PPI 16, STEP block 2, LMPTP block 0.8, Scp1 inh -8, MsrA inh -1.4, CendR NRP1 mod 0 and TbMetRS inhib 0.9.
COc1ccc(Cc2nnc(NC(=O)c3ccc(C)cc3)s2)cc1OC was read as E coli Lon inh 6, DNMT1 inh 2, bovine MsrA act -4, SUMO1-SIM PPI -3, STEP block -3, LMPTP block 0.2, Scp1 inh -3, MsrA inh -0.8, CendR NRP1 mod 1 and TbMetRS inhib -1.2.
`COc1ccc(C)cc1NC(=O)Nc1ccc(C(=O)N2CCCC2)cc1` gave E coli Lon inh -4, DNMT1 inh -3, bovine MsrA act -1, SUMO1-SIM PPI 1, STEP block -1, LMPTP block 0.7, Scp1 inh -6, MsrA inh -0.2, CendR NRP1 mod -5 and TbMetRS inhib 0.0.
Screening COCCCNC(=O)CCc1nnc(Cc2ccc(-c3ccccc3)cc2)o1 returned E coli Lon inh 1, DNMT1 inh -6, bovine MsrA act -3, SUMO1-SIM PPI 6, STEP block -1, LMPTP block -0.3, Scp1 inh -6, MsrA inh 0.6, CendR NRP1 mod -8 and TbMetRS inhib -0.4.
For O=C(CCN1C(=O)/C(=C/c2ccc(Cl)cc2)SC1=S)Nc1cccc(C(=O)O)c1 the results were E coli Lon inh 4, DNMT1 inh 0, bovine MsrA act -2, SUMO1-SIM PPI -7, STEP block 10, LMPTP block 1.4, Scp1 inh 89*, MsrA inh 0.2, CendR NRP1 mod -22 and TbMetRS inhib -0.4.
`O=C(CCS(=O)(=O)Cc1ccccc1)Nc1nc2c(s1)CCCC2` gave E coli Lon inh 10, DNMT1 inh 0, bovine MsrA act 1, SUMO1-SIM PPI -2, STEP block -3, LMPTP block -0.3, Scp1 inh -8, MsrA inh 0.4, CendR NRP1 mod 10 and TbMetRS inhib -0.6.

2 entries picked at random from the list so far:
For Cc1ccc(C(=O)Oc2cccc(-n3cnnn3)c2)cc1 the results were E coli Lon inh 5, DNMT1 inh -6, bovine MsrA act 0, SUMO1-SIM PPI 37, STEP block 1, LMPTP block -0.5, Scp1 inh -5, MsrA inh 0.0, CendR NRP1 mod -10 and TbMetRS inhib -0.3.
CCn1nnc(NC(=O)CSc2ccc(Cl)cc2)n1 was read as E coli Lon inh 0, DNMT1 inh 66*, bovine MsrA act -4, SUMO1-SIM PPI 4, STEP block -1, LMPTP block 6.0, Scp1 inh 51*, CendR NRP1 mod -12 and TbMetRS inhib -0.9.

Filtered by structure, those above containing two or more sulfur atoms
Screening Nn1c(SCC(=O)NC2CCS(=O)(=O)C2)nnc1-c1cccs1 (stereo not drawn) returned E coli Lon inh 4, DNMT1 inh 1, bovine MsrA act -1, SUMO1-SIM PPI 0, STEP block -2, LMPTP block 0.1, Scp1 inh -4, MsrA inh -0.2, CendR NRP1 mod -12 and TbMetRS inhib -0.1.
For O=C(CCN1C(=O)/C(=C/c2ccc(Cl)cc2)SC1=S)Nc1cccc(C(=O)O)c1 the results were E coli Lon inh 4, DNMT1 inh 0, bovine MsrA act -2, SUMO1-SIM PPI -7, STEP block 10, LMPTP block 1.4, Scp1 inh 89*, MsrA inh 0.2, CendR NRP1 mod -22 and TbMetRS inhib -0.4.
`O=C(CCS(=O)(=O)Cc1ccccc1)Nc1nc2c(s1)CCCC2` gave E coli Lon inh 10, DNMT1 inh 0, bovine MsrA act 1, SUMO1-SIM PPI -2, STEP block -3, LMPTP block -0.3, Scp1 inh -8, MsrA inh 0.4, CendR NRP1 mod 10 and TbMetRS inhib -0.6.

Next section.
For COCCCNc1nc2c(c(=O)n(Cc3ccc(Cl)cc3)c(=O)n2C)n1C the results were E coli Lon inh 9, DNMT1 inh 1, bovine MsrA act -1, SUMO1-SIM PPI 5, STEP block 2, LMPTP block 0.6, Scp1 inh -5, MsrA inh -0.4, CendR NRP1 mod -12 and TbMetRS inhib -0.7.
`COC(=O)c1c(NC(C)=O)sc(C(=O)Nc2ccccc2F)c1C` gave E coli Lon inh 2, DNMT1 inh 0, bovine MsrA act -4, SUMO1-SIM PPI 3, STEP block 8, LMPTP block -0.2, Scp1 inh -5, MsrA inh 1.0, CendR NRP1 mod -6 and TbMetRS inhib -1.0.
For O=C(COC(=O)c1cccs1)NCc1cccs1 the results were E coli Lon inh -11, DNMT1 inh 0, bovine MsrA act -1, SUMO1-SIM PPI -2, STEP block 0, LMPTP block -0.6, Scp1 inh -5, MsrA inh -0.2, CendR NRP1 mod 4 and TbMetRS inhib 0.5.
For COc1ccc(CCC(=O)NCc2ccc3c(c2)OCO3)cc1 the results were E coli Lon inh -3, DNMT1 inh 0, bovine MsrA act -9, SUMO1-SIM PPI 2, STEP block 0, LMPTP block 0.2, Scp1 inh 7, MsrA inh 0.2, CendR NRP1 mod -4 and TbMetRS inhib -0.8.
Screening CCCCCCCCC(=O)N/N=C(\C)c1cccnc1 returned E coli Lon inh 3, DNMT1 inh -1, bovine MsrA act -1, SUMO1-SIM PPI -1, STEP block 4, LMPTP block -1.5, Scp1 inh 0, MsrA inh 1.5, CendR NRP1 mod 6 and TbMetRS inhib 0.7.
Screening Cn1c2c(c(=O)n(C)c1=O)C(c1ccc(Cl)cc1)C(C#N)=C(N)O2 (stereo not drawn) returned E coli Lon inh -1, DNMT1 inh 3, bovine MsrA act 1, SUMO1-SIM PPI -2, STEP block -2, LMPTP block -2.0, Scp1 inh -4, MsrA inh -0.1, CendR NRP1 mod -1 and TbMetRS inhib -0.3.
`COc1ccc(OCc2nnc(SCC(=O)N3CCCc4ccccc43)n2-c2ccc(C)cc2)cc1` gave E coli Lon inh 1, DNMT1 inh -3, bovine MsrA act -12, SUMO1-SIM PPI 3, STEP block 4, LMPTP block 4.8, Scp1 inh -1, MsrA inh 2.2, CendR NRP1 mod 4 and TbMetRS inhib -1.0.
Screening COC(CNS(=O)(=O)c1ccc(S(=O)(=O)NC2CC2)cc1)OC returned E coli Lon inh -6, DNMT1 inh -3, bovine MsrA act -3, SUMO1-SIM PPI -4, STEP block 0, LMPTP block 0.9, Scp1 inh -4, MsrA inh 0.2, CendR NRP1 mod -2 and TbMetRS inhib -0.6.

Bioassay records deposited in PubChem BioAssay by several laboratories.
